GLP1R ag = qHTS of GLP-1 Receptor Agonists | Glucagon-like peptide 1 receptor (Homo sapiens), P43220 | HEK293 GLP-1R CRE-luciferase, luminescence, 4-6 h; cells express a hypersensitive GLP-1R form | Potency, µM (titrated, usually from 45.6 µM), without a hit: at the top dose activation, usual class: activators | hit rate 0.007% among 380,000 | AID 624172, 2012; also: potency is read from the fitted curve at half-maximal effect; % of control where 0% means no effect
Target sequence (P43220 whole entry, looked up): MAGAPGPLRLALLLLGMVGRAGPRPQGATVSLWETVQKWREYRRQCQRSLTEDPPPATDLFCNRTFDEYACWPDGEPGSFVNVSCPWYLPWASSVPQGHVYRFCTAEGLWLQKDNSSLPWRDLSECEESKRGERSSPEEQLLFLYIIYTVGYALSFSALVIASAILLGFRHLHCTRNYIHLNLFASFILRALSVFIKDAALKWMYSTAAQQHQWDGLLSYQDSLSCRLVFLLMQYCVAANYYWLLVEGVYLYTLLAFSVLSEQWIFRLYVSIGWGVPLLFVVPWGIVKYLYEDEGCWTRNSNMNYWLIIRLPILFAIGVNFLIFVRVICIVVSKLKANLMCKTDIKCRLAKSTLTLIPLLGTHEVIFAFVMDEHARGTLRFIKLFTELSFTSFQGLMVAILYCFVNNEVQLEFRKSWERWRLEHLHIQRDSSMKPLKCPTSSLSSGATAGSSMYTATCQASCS
aSyn rescue = qHTS of alpha-syn Inhibitors; hit rate 0.14% among 370,000; AID 652106, 2013; Yeast expressing alpha-synuclein, growth rescue, BacTiter-Glo, 24 h; Potency, µM (highest dose often 46.1 µM), inactives show at the top dose growth rescue (activation), most hits filed as activators; also: potency is read from the fitted curve at half-maximal effect; % of control where 0% means no effect; nearly all actives have a fitted effect of over 65% in size
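Rescue of yeast growth: cells expressing toxic alpha-synuclein, induced in galactose at OD600 0.02, incubated with compound 24 h at 30 C. ATP luminescence quantified growth; inhibitors of toxicity appear as activators.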
FUS suppressor = qHTS for Suppressors of FUS Proteinopathy: Primary screen using FUS-linked yeast assay; hit rate 0.24% among 390,000; S. cerevisiae FUS-expressing, growth rescue, OD600, 24 h; AID 1347120, 2019; Potency, µM (series often up to 76.6 µM), without a hit: at the highest dose growth rescue (activation), hits mostly activators;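 also: potency is read from the fitted curve at half-maximal effect; plate controls were DMSO vehicle for no effect and reference control for full effect; nearly all actives have a fitted effect of over 55% in size; some results filed as inactive show a strong effect at the top dose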
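Yeast FUS proteinopathy model; galactose-induced FUS (2%), starting OD 0.005. Cpds in dilution series, 24hr, 30C, 99% humidity. Abs 600 nm growth. Pos ctrl CP55940 (top 92uM final); neg ctrl DMSO.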
DRD3 antagonist = qHTS of D3 Dopamine Receptor Antagonist: qHTS; D(3) dopamine receptor (Homo sapiens), P35462; D3R cells, DiscoveRx beta-arrestin luminescence, antagonist mode; hits give low values; max response, negative = inhibition, %; hit rate 2.5% among 360,000; in the data active = max response below about -50%; inconclusive = no clear call, values can overlap the other calls; also: % is scaled to controls: 0 for no effect and ±100 for the full control effect; mostly tested at two doses, the higher about 12 µM
Target sequence (P35462 whole entry, looked up): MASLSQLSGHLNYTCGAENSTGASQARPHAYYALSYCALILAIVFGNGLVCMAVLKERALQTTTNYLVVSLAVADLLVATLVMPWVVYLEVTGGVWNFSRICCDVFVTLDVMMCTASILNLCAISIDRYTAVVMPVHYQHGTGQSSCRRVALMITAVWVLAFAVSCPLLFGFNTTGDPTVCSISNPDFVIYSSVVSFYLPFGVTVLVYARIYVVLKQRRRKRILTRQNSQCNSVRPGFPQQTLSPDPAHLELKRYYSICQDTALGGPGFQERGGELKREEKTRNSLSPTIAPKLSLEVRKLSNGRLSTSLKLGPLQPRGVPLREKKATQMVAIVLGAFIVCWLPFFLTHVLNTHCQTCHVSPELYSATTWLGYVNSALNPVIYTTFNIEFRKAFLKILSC
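Cells plated overnight at 1500 cells/well, then exposed to library compounds with dopamine controls for 90 minutes at 37 degrees C. DiscoveRx reagent added for 30–60 minutes at room temperature; luminescence read, quantitative HTS format.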
Abeta rescue = qHTS for compounds that reverse cellular toxicity of Amyloid beta (A-beta) peptide in yeast: Primary Screen. yeast expressing A-beta42, growth rescue, OD600, 48 h; response scale: 0% DMSO, 100% iron-clioquinol control. Potency, µM (top dose mostly 46.1 µM), for the others: at the top dose growth rescue, most hits filed as activators. hit rate 0.063% among 410,000. AID 1347071, 2019; also: potency is read from the fitted curve at half-maximal effect; nearly all actives have a fitted effect of over 55% in size
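Yeast growth medium received pinned compounds, then yeast cells expressing toxic A-beta were added; plates incubated at 30 C for 48 hr. Growth read as absorbance at 600 nm, normalized to DMSO and equimolar FeCl3 plus clioquinol controls.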
TDP-43 yeast inh = qHTS of TDP-43 Inhibitors | hit rate 1.8% among 410,000 | Potency, µM (titrated, usually from 46.1 µM), for inactives: at the top dose growth rescue (activation), usual class: activators | TDP-43 expressing yeast growth rescue, BacTiter-Glo, 24 h; also: potency is read from the fitted curve at half-maximal effect; % of control where 0% means no effect; nearly all actives have a fitted effect of over 50% in size
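Galactose-induced TDP-43 yeast, OD600=0.02, compound pinned; 24 hr, 30 deg C; BacTiter-Glo luminescence for growth. Inhibitors of TDP-43 toxicity read as activators.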
GLP-1R inv ag = qHTS of GLP-1 Receptor Inverse Agonists (Inhibition Mode) | Glucagon-like peptide 1 receptor (Homo sapiens), P43220 | HEK293 GLP-1R CRE-luciferase, luminescence, 24 h; GLP-1R form is constitutively active | Potency, µM (highest dose often 38.3 µM), for inactives: top-dose activity change, negative = inhibition, actives largely listed as inhibitors | hit rate 1.6% among 410,000; also: potency is read from the fitted curve at half-maximal effect; % is scaled to controls: 0 for no effect and ±100 for the full control effect; nearly all actives have a fitted effect of over 55% in size
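Inverse agonism was detected as reduced cAMP-driven luciferase luminescence after 24 h compound treatment. The cells were HEK293 clones expressing constitutively active human GLP-1R with the reporter. Reporter-only and GPR119 cell lines served as counterscreen controls.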
PTHR1 ag = qHTS for PTHR1 Agonists: Primary Screen; HEK293 GP2 PTHR1 cells, GloSensor cAMP luminescence, 1 h; AID 743266, 2014; Potency, µM (top dose mostly 115 µM), without a hit: at the top dose activation, most hits filed as activators; hit rate 0.075% among 410,000; also: potency is read from the fitted curve at half-maximal effect; nearly all actives have a fitted effect of over 55% in size; some results filed as inactive show a strong effect at the top dose; inactives centre near -15; many of its hits are not listed in these tables
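HEK-293-derived GP2 cells expressing PTHR1 and a GloSensor cAMP reporter, 3,000/well, plated overnight, given luciferin plus IBMX (each 0.5 mM as added) for 1 h at 37 °C, then compound for 1 h at 37 °C. Luminescence was read after 15 min at room temperature.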
pAkt inh = HTS Assay for Inhibitors of Akt Phophorylation: Primary Screen. Neuro2A IGF-stimulated pAkt S473 HTRF, 20 min; hits give low values. activity change, % for hits at 50 µM. hit rate 0.32% among 360,000. AID 651550, 2012; in the data active = activity change below about -80%; inconclusive = mostly about -51% to -80%; also: % is scaled to controls: 0 for no effect and ±100 for the full control effect
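Single-point screen (50 µM final compound) in Neuro2A cells stimulated 20 min with 6 nM IGF at 37 deg C. After lysis, Ser473-phosphorylated Akt read by HTRF (ex 330 nm, em 615/665 nm) as the 665/615 ratio.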
An asterisk follows results filed as active; i = inactive; ? = inconclusive; . = no result given; & = joins results of further samples; [ ] = another dose, or the depositor's remark. Unless noted, calls follow the shape of the dose curve; as a rule, active = well fitted curve in the direction sought with a large enough effect; inconclusive = small, poorly fitted or top-dose-only effect, or another doubt; inactive = no such curve, though single readings can be large; an effect the other way counts as inactive or inconclusive. An excerpt, so the mix of outcomes need not match the whole.

SMILES	GLP1R ag	aSyn rescue	FUS suppressor	DRD3 antagonist	Abeta rescue	TDP-43 yeast inh	GLP-1R inv ag	PTHR1 ag	pAkt inh
O=C(CN1C(=O)c2ccccc2C1=O)N1CCN(c2nnc(-c3ccccc3)c3ccccc23)CC1	5%	-14%	7%	-5	14%	-18%	-25%	-13%[57.5 µM]	i
O=C(NCCc1ccccc1)c1cc(S(=O)(=O)N2CCOCC2)ccc1F	23%	-1%	24%	23	-17%	0%	-4%	-39%	i
O=C(COC(=O)c1ccc(O)cc1)Nc1ccccc1	9%	1%	-11%	-4	-4%	-7%	17%	-3%	i
CCOC(=O)c1c(C)oc2c1c(C=NCc1ccccn1)c(O)c1ccccc12	0%	0%	.	-105*	0%	-29%	22µM*	-56%[inhibitor]	i
O=C1CNC(c2ccccc2)C(c2ccccc2)N1 (configuration not stated)	8%	15%	-32%	-1	-7%	15%	-7%	i	i
COC(=O)c1cccc(S(=O)(=O)N2CCCC2)c1	4%	7%	-9%	0	23%	10%	12%	i	i
CCN(C[C@H]1N[C@@](C)(C(=O)OC)[C@H]2C(=O)N(Cc3ccccc3)C(=O)[C@@H]12)C(=O)COC	0%	9%	-27%	32	-13%	9%	17%	-25%	i
Cc1ccc(OCC(O)CN2CCN(c3ccccn3)CC2)c(C)c1 (configuration not stated)	-2%	-2%	1%	-26	-15%	-12%	-21%	-35%[inhibitor]	i
C[C@H](NC(=O)c1nc[nH]c1C(=O)NCc1ccccc1)C(=O)OC(C)(C)C	2%	-1%	22%	?	1%	4%	-3%	i	i
COc1ccc(-c2noc(CN3CCCCC3)n2)cc1OC	-2%	-1%	29%	-19	-7%	-8%	34%[activator]	i	i
O=C(NCc1ccccc1Cl)c1ccc(Cn2cc(C(F)(F)F)ccc2=O)cc1	12%	0%	39%	6	7%	20%	0%	i	i
CCOC(=O)C1CCN(C(=O)c2cccnc2)CC1	6%	-8%	16%	-29	9%	-23%	3%	-6%[57.5 µM]	i
Cc1cc(SCC(=O)N(C)C2CCS(=O)(=O)C2)nc2c(C)cccc12 (configuration not stated)	17%	3%	21%	13	-12%	-13%[0.397 µM]	?	-18%	i
COc1ccc(CCNC(=O)CSCc2c(F)cccc2Cl)cc1OC	12%	4%	16%	39	14%	.	-13%	i	i
CCc1ccccc1NC(=O)Cn1c(=O)n(-c2ccc(CC(=O)NCC3CCCO3)cc2)c(=O)c2ccccc21 (configuration not stated)	-2%&0%	0%	-2%&-20%	19	?	12%&21%	0%&4%	-18%	i
CCN(CC)c1ccc(NC(=O)CCCCCN2C(=O)c3ccccc3C2=O)cc1	3%	0%	36%	-15	-2%	4%	-4%	9%[57.5 µM]	i
COc1cc(/C=N/NC(=O)c2ccc3c(c2)OCCO3)c(Br)c(Br)c1O	-6%	-9%	7%	-28	.	1%	1%	-28%	i
Cc1cc(NC(=O)C2CCCN(S(=O)(=O)c3cccc4nonc34)C2)ccc1Br (configuration not stated)	.	-9%	-5%	.	-8%	17%	16%	i	.
Cc1ccc(C(=O)NCCN2CCC(n3c(=O)[nH]c4ccccc43)CC2)cc1C	-5%	-5%	-15%	-111*	-21%	-10%	-28%	-36%	i
Cc1cccc2nc(CSc3nnnn3-c3ccccc3)cn12	?	-3%	11%	10	-1%	-5%	?	i	i

Compound profiles, from the list above.
Entry for COC(=O)c1cccc(S(=O)(=O)N2CCCC2)c1 = GLP1R ag = 4%; aSyn rescue = 7%; FUS suppressor = -9%; DRD3 antagonist = 0; Abeta rescue = 23%; TDP-43 yeast inh = 10%; GLP-1R inv ag = 12%; PTHR1 ag = i; pAkt inh = i
Entry for CCN(C[C@H]1N[C@@](C)(C(=O)OC)[C@H]2C(=O)N(Cc3ccccc3)C(=O)[C@@H]12)C(=O)COC = GLP1R ag = 0%; aSyn rescue = 9%; FUS suppressor = -27%; DRD3 antagonist = 32; Abeta rescue = -13%; TDP-43 yeast inh = 9%; GLP-1R inv ag = 17%; PTHR1 ag = -25%; pAkt inh = i

(list continues)
SMILES	GLP1R ag	aSyn rescue	FUS suppressor	DRD3 antagonist	Abeta rescue	TDP-43 yeast inh	GLP-1R inv ag	PTHR1 ag	pAkt inh
Cc1nc([N+](=O)[O-])cn1CC(=O)c1ccc(F)cc1	2%	2%	23%	-24	-5%	0%	-3%	-28%	i
Cc1ccc(-n2nc3c(c2NC(=O)c2ccc4c(c2)OCO4)CS(=O)C3)cc1 (configuration not stated)	1%	-1%	11%	24	-1%	22%	15%	-22%	i
O=C(/C=C/c1ccc(Br)cc1)c1ccc(NC(=O)c2ccco2)cc1	1%	12%&3%	17%	15	18%	22%	?	-24%	i
CC(C)C(OC(=O)c1cccs1)C(=O)NCc1ccc(F)cc1 (configuration not stated)	7%	9%	-2%	0	5%	-4%	?	19%	i
O=C(CN1C(=O)NC2(CCOc3ccccc32)C1=O)c1ccc(F)cc1 (configuration not stated)	-5%	10%	15%	21	4%	12%	-26%	i	i
COc1cccc(C(=O)N2CCC(C(=O)N3CCN(C)CC3)CC2)c1	6%	0%	7%	-4	0%	-11%	9%	i	i
CC(=O)N1CCN(C2c3cccc4cccc(c34)C2NS(=O)(=O)c2ccccc2)CC1 (configuration not stated)	-3%	2%	7%	0	20%	-9%	-1%	i	i
Cc1oc(-c2ccccc2Cl)nc1CSCC(=O)O	-4%	1%	-9%	6	3%	?	-9%	8%	i
CC(=O)c1cc2c(cc1NC(=O)c1cc(C)nn1-c1ccccc1)OCO2	-6%	-1%	-10%	5	-1%	15%	?	i	i
CCCCC/C(=N\NC(=O)Nc1ccccc1)c1ccccc1	6%	-2%	13%	-12	-9%	-20%	?	-25%	i
COc1cc(/C=N/NC(=O)c2cc(-c3cccn3C)n[nH]2)cc(OC)c1OC	-2%	0%	54%	35	2%	-16%	0%	i	i
CCCc1nccn1S(=O)(=O)c1cc(Br)ccc1OC	.	.	18%	.	-1%	?	0%	i	.
Cn1c(=O)c2c(ncn2CC(=O)Nc2ccccc2N2CCOCC2)n(C)c1=O	5%	0%	20%	-6	-12%	-4%	1%	-10%	i
CCCOc1ccc(/C=C/C(=O)Nc2sc(C)c(C)c2C(=O)OCC)cc1OC	.	.	-12%	.	-23%	19%	5%	-22%	.
COCc1nc(-c2ccc(-c3ccccc3)nc2OC)no1	0%	-5%	19%	6	-18%	?	-2%	-20%	i
CC1CN(C(=O)CCC(=O)NCc2ccc(Cl)cc2)c2ccccc2O1 (configuration not stated)	7%	-1%	6%	-28	-7%	0%	?	i	i
O=C(O)c1cccc(S(=O)(=O)Nc2cccc(S(=O)(=O)N3CCCCCC3)c2)c1	4%	1%	8%	-11	5%	-14%	9%	?	i
Cc1cccc(NC(=O)Nc2ccccc2)n1	15%	15%	14%	13	-18%	3%	30%	-8%	i
Cc1cc(C)n(CCC(=O)Nc2cccc(F)c2)n1	4%	-2%	-7%	-5	12%	5%	9%	12%	i
Cc1c(C)n(C)c2ccc(C(=O)Nc3cccc4ccccc34)cc12	3%	5%	-12%	45	-7%	?	?	i	i
N#CC1(NC(=O)COC(=O)CSc2ccc(F)cc2)CCCCC1	0%	5%	0%	1	8%	21%	5%	i	i
Nc1nc(SCC(=O)Nc2cccnc2Cl)n[nH]1	-4%	12%	-15%	1	-12%	-1%	33%[activator]	i	i
COc1ccc(NC(=O)Nc2nc3c(s2)CCCC3)cc1	-2%	13µM*	.	7	-10%	14µM*	?	-21%	i
CCN1CCN(CCCN(Cc2cccs2)C(=S)Nc2ccccc2C)CC1	-4%	10%	-13%	-23	-5%	-10%	?	i	i
CCN(CC)C(=O)CSc1nc2ncc(Cl)cc2[nH]1	21%	-8%	-18%	2	9%	-1%	7%	-8%	i
CN(Cc1ccccc1)C(=O)c1ccc2c(c1)N(Cc1ccc(Cl)cc1)C(=O)c1ccccc1S2=O (configuration not stated)	0%	.	7%	.	7%	8%	21%	-8%	.
COc1ccc(CCNC(=O)C2CCN(Cc3nc(-c4cccc(Cl)c4)oc3C)CC2)cc1OC	-3%	-7%	.	-16	20%	17%	?	-10%	i
CC(C)(C)c1ccc(-c2nc3n(c(=O)c2C#N)CCS3)cc1	13%	-4%	12%	-11	32%	20µM*	12%	-13%	i
Cc1ccc(NC(=O)CCn2cccc2)cc1	-6%	-2%	6%	-1	?	?	1%	i	i
CC(C)(C)c1ccc(C(=O)NCC(=O)OCC(=O)Nc2ccccc2[N+](=O)[O-])cc1	0%	6%	26%	?	2%	15%	-22%	-18%	i
COc1ccc(-n2c(=O)[nH]cc(C(=O)Nc3ccc4c(c3)OCO4)c2=O)cc1OC	-14%	0%	.	-22	-6%	7%	8%	-10%	i
CCN(CC)C(=O)Cn1cc(S(=O)(=O)CC(=O)NCCc2ccc(OC)c(OC)c2)c2ccccc21	9%	1%	11%	-3	-30%	-3%	11%	-12%	i
CC(=O)/C(C#N)=C1\NC(=O)C(Cc2ccccc2)S1 (configuration not stated)	0%	-1%	8%	2	8%	-18%	?	-10%	i
CN1CCCN(c2ccc([N+](=O)[O-])cc2)CC1	-3%	-8%	-41%	-19	-9%	24%	-1%	-25%	i
O=C(c1ccc2c(c1)OCCO2)N(Cc1cccnc1)c1nc2c(F)cc(F)cc2s1	.	.	8%	.	0%	?	-31%	-42%[inhibitor]	.
